Screening data as filed in PubChem.
PvdQ acylase: P. aeruginosa PvdQ acylase inhibition; purified PvdQ acylase, fluorescence plate reader; inhibition, % at 10 µM; hit rate 0.063% among 340,000; AID 488965; in the data active = inhibition above about 30%, passing the limit was not always enough;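 also: 0% = vehicle neutral wells and 100% = reference inhibitor wells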
Rtt109 Vps75: C. albicans Rtt109 histone acetyltransferase inhibition; purified Rtt109/Vps75, ThioGlo CoA-SH fluorescence, 4 h; inhibition, % at 34.9 µM; Q5AAJ8; hit rate 0.16% among 330,000;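 active = inhibition of at least 50% in every replicate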
Wnt act: activators of Wnt/beta-catenin signaling; activation, % at 9.35 µM; Wnt/beta-catenin reporter cell assay, activator, plate reader; hit rate 1.2% among 300,000; in the data active = activation above about 30%, passing the limit was not always enough;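 also: 0% = neutral control wells and 100% = positive control wells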
HTR5A ag ctr: activates human HTR5A in OPRM1-OPRD1 agonist counter-screen. AID 504692. HTR5A agonist assay, luminescence, cell-based. activation, % at 9.3 µM. P47898. hit rate 0.61% among 340,000; in the data active = activation mostly above about 9.5%, no sharp cut-off; inactive = mostly below about 7.6%;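 also: 0% = cells with vehicle only and 100% = reference agonist; strong numbers were not always called active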
MITF TRPM1 HTS: activators of MITF-driven TRPM1 promoter activity in SK-MEL-5 cells | SK-MEL-5 TRPM1-promoter luciferase, 24 h; % of positive control, neutral wells = 0 | activation, % at 12.5 µM | hit rate 0.75% among 300,000;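 active = mean activation of at least 80% with every replicate also reaching 80%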;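 also: 0% = neutral control wells and 100% = parthenolide positive control wells; values of inactives mirror those of a sister screen read the other way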
SR-BI DiI-HDL act: SR-BI HDL lipid transfer activation. CHO ldlA[mSR-BI] cells, DiI-HDL uptake fluorescence, 3 h; 100 = double the neutral-control signal. hit rate 0.096% among 320,000. activation, % at 12.5 µM;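 active = mean replicate activation of at least 60% and every replicate at or above 60%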;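 also: 0% = median plate neutral-control signal and 100% = twice that signal; values of inactives mirror those of a sister screen read the other way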
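Material: SR-BI-overexpressing, LDLR-lacking CHO cells | Dosing: Single compound concentration, delivered by pin transfer | Probe or stimulus: Labelled HDL, 10 µg/mL | Signal: Bottom-read cell fluorescence after medium removal, ex 550/em 595 nm | Schedule: 3 h, 37 °C | Evaluation: HDL uptake via cellular fluorescence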
SR-BI HDL uptake: mouse SR-BI HDL lipid transfer inhibition. Q61009. ldlA[mSR-BI] CHO cells, DiI-HDL uptake fluorescence, 3 h. inhibition, % at 12.5 µM. hit rate 0.96% among 320,000. AID 488896;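 active = mean replicate inhibition of at least 70% and a set share of replicates each scoring 70 or more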;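 also: 0% = median of neutral control wells and 100% = median of positive control wells; values of inactives mirror those of a sister screen read the other way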
CDK5 p35 inh: inhibitors of human CDK5/p35 kinase; Q00535+Q15078; hit rate 0.01% among 330,000; AID 488839; inhibition, % at 10 µM; Recombinant CDK5/p35, ADP-Glo luminescence, 60 min;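 active = highest replicate inhibition of at least 50% and at least 75% of replicates reaching 50%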;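 also: plate controls were DMSO neutral control for no effect and GW8510 at 10 µM for full effect; many of its hits are not listed in these tables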
RTF Ca sens act: increases calcium sensitivity of human cardiac regulated thin filaments; P19429+P45379; IANBD-labeled TnC RTF fluorescence at EC20 calcium; 0% EC20 calcium, 100% full calcium; activation, % at 7.2 µM; hit rate 0.24% among 340,000;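 active = activation above the mean over all tested compounds plus 3 SD, cut at about 30% in these data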;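 also: rise in fluorescence read as greater calcium sensitivity of cardiac thin filaments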
dFosB act: activators of mouse delta FosB homodimer; P13346; purified delta FosB, TAMRA-CDK5 oligo fluorescence polarization; percent of positive-control signal above neutral wells; activation, % at 25 µM; hit rate 0.99% among 340,000;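 active = mean activation above about 17%, with every replicate also reaching it, limit read from the data, passing the limit was not always enough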;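 also: fluorescence polarization rise as delta FosB binds a TAMRA Cdk5 AP-1 oligo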
The depositor's hits bear a star. Not all compounds are listed (hit frequency here may not be typical).

SMILES | PvdQ acylase | Rtt109 Vps75 | Wnt act | HTR5A ag ctr | MITF TRPM1 HTS | SR-BI DiI-HDL act | SR-BI HDL uptake | CDK5 p35 inh | RTF Ca sens act | dFosB act
O=C(CCN1CCN(CCO)CC1)N1c2ccccc2Sc2ccc(C(F)(F)F)cc21 | -1 | -1 | -5 | 0 | 9 | 31 | -31 | -1.9 | -6 | -5
